# High-throughput results as filed in PubChem.
# V-ATPase pHluor – regulators of yeast V-ATPase proton transport; response, % at 10 µM; 350,000 tested, 0.37% active; AID 504577; S. cerevisiae, pHLuorin cytosolic pH fluorescence; in the data active means response mostly above about 7.3%, no sharp cut-off; inactive means mostly below about 5.4%; further: actives read high; inactives centre near 0; some compounds called inactive have numbers as strong as hits; reference of the scale not given here
# HTR5A inv ctr – HTR5A inverse agonism, opioid heterodimer counter-screen; 340,000 tested, 0.083% active; HTR5A cell line, luminescence; AID 504634; P47898; inhibition, % at 9.3 µM; in the data active means inhibition mostly above about 23%, no sharp cut-off; inactive means mostly below about 18%;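 further: 0% = cells with DMSO and 100% = no-cell wells with DMSO; some compounds called inactive have numbers as strong as hits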
# PvdQ acylase – P. aeruginosa PvdQ acylase inhibition; purified PvdQ acylase, fluorescence plate reader; inhibition, % at 10 µM; 340,000 tested, 0.063% active; in the data active means inhibition above about 30%, passing the limit was not always enough; inconclusive means no clear call, values can overlap the other calls;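 further: 0% = vehicle neutral wells and 100% = reference inhibitor wells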
# SR-BI HDL uptake – mouse SR-BI HDL lipid transfer inhibition. ldlA[mSR-BI] CHO cells, DiI-HDL uptake fluorescence, 3 h. 320,000 tested, 0.96% active. inhibition, % at 12.5 µM;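 active means mean replicate inhibition of at least 70% and a set share of replicates each scoring 70 or more; inconclusive means meets just one of the two criteria; inactive means fails both criteria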;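 further: 0% = median of neutral control wells and 100% = median of positive control wells; values of inactives mirror those of a sister screen read the other way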
# Wnt act – Wnt/beta-catenin pathway activation | activation, % at 9.35 µM | Wnt/beta-catenin reporter cell assay, activator, plate reader | 300,000 tested, 1.2% active; in the data active means activation above about 30%, passing the limit was not always enough; inconclusive means no clear call, values can overlap the other calls;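 further: 0% = neutral control wells and 100% = positive control wells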
# HTR5A ag ctr – activates human HTR5A in OPRM1-OPRD1 agonist counter-screen; P47898; HTR5A agonist assay, luminescence, cell-based; activation, % at 9.3 µM; 340,000 tested, 0.61% active; AID 504692; in the data active means activation mostly above about 9.5%, no sharp cut-off; inactive means mostly below about 7.6%;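 further: 0% = cells with vehicle only and 100% = reference agonist; strong numbers were not always called active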
# NSD2 HMT inh – blocks human histone methyltransferase NSD2. O96028. NSD2 peptide methylation, AlphaScreen, 120 min. inhibition, % at 12.5 µM. 310,000 tested, 0.54% active. AID 743445; in the data active means inhibition above about 50%
# dFosB act – activators of mouse delta FosB homodimer; activation, % at 25 µM; AID 493131; purified delta FosB, TAMRA-CDK5 oligo fluorescence polarization; percent of positive-control signal above neutral wells; 340,000 tested, 0.99% active;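 active means mean activation above about 17%, with every replicate also reaching it, limit read from the data, passing the limit was not always enough; inconclusive means only one of the two conditions met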;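 further: fluorescence polarization rise as delta FosB binds a TAMRA Cdk5 AP-1 oligo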
# Target sequence (P13346 whole entry, looked up): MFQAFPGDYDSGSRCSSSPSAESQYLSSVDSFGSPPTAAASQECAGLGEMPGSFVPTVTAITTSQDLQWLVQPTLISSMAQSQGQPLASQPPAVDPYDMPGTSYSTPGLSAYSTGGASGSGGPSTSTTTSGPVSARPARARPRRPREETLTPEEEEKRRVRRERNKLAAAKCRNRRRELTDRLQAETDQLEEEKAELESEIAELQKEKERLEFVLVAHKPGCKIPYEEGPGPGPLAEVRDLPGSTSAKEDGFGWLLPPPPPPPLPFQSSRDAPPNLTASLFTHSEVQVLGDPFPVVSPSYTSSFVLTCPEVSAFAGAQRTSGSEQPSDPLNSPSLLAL
# CDK5 p35 inh – blocks human CDK5/p35 kinase activity | 330,000 tested, 0.01% active | Recombinant CDK5/p35, ADP-Glo luminescence, 60 min | inhibition, % at 10 µM | Q00535+Q15078;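 active means highest replicate inhibition of at least 50% and at least 75% of replicates reaching 50%; inconclusive means only one of the two criteria met; inactive means both criteria failed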;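 further: plate controls were DMSO neutral control for no effect and GW8510 at 10 µM for full effect; many of its hits are not listed in these tables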
# Target sequence (Q00535 whole entry, looked up): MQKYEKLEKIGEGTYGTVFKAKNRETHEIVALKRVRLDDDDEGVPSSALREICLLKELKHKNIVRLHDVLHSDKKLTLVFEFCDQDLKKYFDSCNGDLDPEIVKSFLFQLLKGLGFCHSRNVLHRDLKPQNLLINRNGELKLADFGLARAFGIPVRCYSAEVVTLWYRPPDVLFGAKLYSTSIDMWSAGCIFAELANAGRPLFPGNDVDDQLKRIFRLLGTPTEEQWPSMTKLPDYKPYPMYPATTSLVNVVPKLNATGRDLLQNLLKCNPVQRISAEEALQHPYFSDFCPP
# Target sequence (Q15078 whole entry, looked up): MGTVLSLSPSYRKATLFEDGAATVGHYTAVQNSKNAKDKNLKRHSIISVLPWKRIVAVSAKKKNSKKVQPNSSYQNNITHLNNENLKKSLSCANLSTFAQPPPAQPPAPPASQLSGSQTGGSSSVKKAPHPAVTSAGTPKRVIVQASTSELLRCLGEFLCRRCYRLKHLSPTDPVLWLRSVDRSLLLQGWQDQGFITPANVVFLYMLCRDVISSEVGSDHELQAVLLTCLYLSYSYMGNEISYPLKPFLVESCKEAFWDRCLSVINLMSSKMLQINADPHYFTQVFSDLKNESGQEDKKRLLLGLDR
# MITF TRPM1 HTS – activators of MITF-driven TRPM1 promoter activity in SK-MEL-5 cells. SK-MEL-5 TRPM1-promoter luciferase, 24 h; % of positive control, neutral wells = 0. activation, % at 12.5 µM. 300,000 tested, 0.75% active;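 active means mean activation of at least 80% with every replicate also reaching 80%; inconclusive means mean reaches 80% but some replicate falls short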;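 further: 0% = neutral control wells and 100% = parthenolide positive control wells; values of inactives mirror those of a sister screen read the other way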
# Starred values were filed as active, the others as inactive; ? = inconclusive; · = no result given.
SMILES,V-ATPase pHluor,HTR5A inv ctr,PvdQ acylase,SR-BI HDL uptake,Wnt act,HTR5A ag ctr,NSD2 HMT inh,dFosB act,CDK5 p35 inh,MITF TRPM1 HTS
NC(=O)C1CCN(C(=O)CN2C(=O)c3ccccc3S2(=O)=O)CC1,2,0,-4,-19,·,5,-3,5,-2.4,-5
c1ccc2c(c1)OCC(c1nn3cnnc3s1)O2 (centres undefined),-2,-11,9,-8,·,4,1,2,5.1,·
COc1ccc(NC(=O)CCc2nc3ccccc3s2)c(OC)c1,3,14,13,20,-3,4,-2,-3,-0.8,-21
CC(=O)c1cccc(S(=O)(=O)N2CCC(C(=O)OC3CCOC3=O)CC2)c1 (centres undefined),4,0,-18,-9,-1,1,-1,-7,-1.1,6
O=C(Cc1ccc(Cl)cc1)Nc1ccc(-c2nnc(-c3ccco3)o2)cc1,-1,-29,-11,66,-5,11,0,?,2.2,5
COCCCn1c2nc3ccccc3nc2c2c(=O)n(CC3CCCO3)cnc21 (centres undefined),-2,11,-8,-28,·,4,0,-13,-0.1,8
Cc1cc(C)c2c(c1)OC(O)(C(F)F)CC2=O (centres undefined),1,5,-8,2,-4,-2,2,-1,0.1,2
COC(=O)c1ccc(N2CCC(C)CC2)c(N)c1,3,-16,-5,6,·,-3,2,-7,-1.3,59
CCCCc1ccc(NC(=S)NCc2cccc(OC)c2)cc1,0,-13,10,32,-2,5,2,-8,-0.9,-7
CC(=O)c1ccc(NC(=O)CSc2nnc(Cc3cccn3C)n2-c2ccc(F)cc2)cc1,0,10,2,26,-1,-4,·,7,0.0,-2
CC(C)CCN(Cc1ccco1)S(=O)(=O)c1csc(C(N)=O)c1,0,17,-5,-13,0,6,2,-5,0.9,-1
CC(C)(C)OC(=O)N1CCC[C@H]1C(=O)Nc1ccc(C#N)cc1,-2,-37,6,-35,1,9.6*,-5,-1,1.9,1
CN(CC(=O)Nc1cccc(F)c1)C(=O)CCCNC(=O)c1ccc(Cl)cc1,2,-23,-1,-21,20,8,-2,6,1.3,57
Cc1ccc(-c2c(C#N)c(N)n3c(nc4ccccc43)c2C#N)cc1,2,-3,-12,-3,·,1,0,2,-1.3,-8
COc1ccc(OC)c(S(=O)(=O)N2CCc3ccccc3C2)c1,-2,-1,14,34,-2,8,4,0,0.6,·
CCOC(=O)[C@H]1[C@H]2COc3cc(OC)ccc3[C@@H]2N2C(=O)c3cc(F)ccc3NC(=O)[C@@]12C,1,-6,-14,20,0,1,·,-4,-0.5,7
Cn1cccc1/C=C1\SC(=O)N(CC(=O)Nc2ccc(Cl)cc2)C1=O,-2,-6,-14,-14,-1,-4,·,?,0.4,11
O=C1CCCC(O)=C1C=Nc1cccc(C(F)(F)F)c1,-3,-22,2,-41,-2,8,1,-9,0.6,-1
Cc1ccc(-n2ncc3c(=O)[nH]c(SCC(=O)N4CCCCC4)nc32)cc1,0,0,-13,-7,0,0,·,-15,0.3,·
Cc1nc([N+](=O)[O-])cn1CCC#N,-4,-5,-3,-19,-1,4,-4,6,0.1,·
O=C(O)C1CCCN1c1ncccc1[N+](=O)[O-] (centres undefined),2,8,-7,-20,-27,-2,0,-8,-3.3,0
CCOP(=O)(OCC)C(NC(C)=O)C(=O)c1ccccc1 (centres undefined),0,-3,-2,-7,1,1,-2,6,-1.0,-7
O=C(/C=C/c1ccc(Br)cc1)N1CCN(c2cccc(C(F)(F)F)c2)CC1,3,10,-10,-24,-3,-4,0,-17,-1.3,-2
COC(=O)c1ccc(/C=N/Nc2nc(N3CCCCC3)nc(N3CCCCC3)n2)cc1,-5,6,-5,-3,-9,-2,2,-9,-0.1,-1
COc1ccc(-n2nc3cc(C)c(NC(=O)c4cccnc4)cc3n2)cc1,5,-13,1,41,2,6,-3,5,1.0,59
COc1ccccc1-c1cc(C(F)(F)F)nc(S(=O)(=O)CCCC(=O)Nc2cccnc2Cl)n1,2,28,1,-25,-7,1,0,-8,-1.4,-75
COC(=O)c1c(C)[nH]c(C(=O)C(C)OC(=O)C2CC(=O)N(c3ccc(C)cc3)C2)c1C (centres undefined),4,-4,-16,77*,-1,2,1,-7,-0.7,-13
CCn1c(SCC(=O)NCc2ccccc2)nnc1-c1ccccc1O,-1,5,-1,-12,-4,-2,1,-6,-0.2,-4
Cc1noc(C)c1C(=O)Nc1ccccc1C(=O)NCCc1ccccc1,2,-29,-9,·,-1,10,-3,-2,-2.2,2
O=C(Nc1ccc2c(c1)CCC2)Nc1ccc2c(c1)OCO2,-2,9,0,-5,50*,-3,-3,1,-1.8,64
Cc1nc2ccccn2c1C(=O)NN,2,23,3,-10,·,0,-5,4,1.0,-7
Cc1cccc(S(=O)(=O)NNC(=O)c2sc(C)nc2C)c1,1,8,-13,-22,1,-6,0,0,0.6,9
CC(Oc1cccc(F)c1)c1ccnc2nc(/N=C/N(C)C)nn12 (centres undefined),2,13,-13,-6,0,-5,2,-10,-0.3,-4
COC(=O)c1cc(NC(=O)CN2C(=O)CSC2=O)ccc1Cl,0,4,-11,-6,0,-2,·,0,-0.8,·
COc1ccc(C2NC(=O)N(C)C3=C2C(=O)CC(C)(C)C3)cc1OC (centres undefined),1,-5,-3,-22,20,2,-3,-3,-8.2,-17
COc1ccc(N(C(=O)Cn2nnc3ccccc32)C2(C(=O)NC3CCCC3)CCCCC2)cc1,-2,9,-3,-53,·,-3,2,-4,-0.5,-6
COc1ccccc1OCC(=O)Nc1nnc(C2CCCC2)s1,-2,-8,-13,-25,4,-2,0,-5,-0.1,12
COCCN1C(=O)C(=O)/C(=C(/O)c2ccc(S(=O)(=O)N3CCOCC3)cc2)C1c1ccc(O)c(OC)c1 (centres undefined),0,-24,3,-11,·,-2,·,-2,-0.1,-5
OC(c1ccccc1)(c1ccccc1)c1nccn1-c1ccccc1,-2,-6,-8,8,-2,1,1,-9,1.5,-5
O=C(CC1Nc2ccccc2NC1=O)NCCc1ccccc1 (centres undefined),2,-1,-3,-17,1,0,·,-4,0.1,·
CSCC[C@H](NC(=O)N1CCn2c1nc1ccccc12)C(=O)NCc1ccc2c(c1)OCO2,-2,·,-15,-7,-3,·,-1,-2,1.2,-13
COc1ccc(/C=N/NC(=O)c2cc(-c3ccccc3)nc3ccccc23)c(OC)c1,0,3,-4,44,-2,-1,-1,23*,0.5,-3
COCCN1CC(=O)N2C(c3cccc(C)c3)c3[nH]c4ccccc4c3C[C@H]2C1=O (some centres undefined),-5,-11,19,68,0,3,52*,-11,2.6,-2
COc1ccccc1OCCSc1nnc(CNC(=O)c2ccco2)n1C,-3,-12,8,15,-1,2,-3,-7,-0.4,7
Cc1cc(NC(=O)CSc2sc3c(O)cc(=O)[nH]c3c2C#N)ccc1Br,0,-2,-3,·,-1,1,·,-11,-3.2,-6
CCOC(=O)N1CCC(NC(=O)c2cc(C(=O)Nc3ccc(S(=O)(=O)N4CCCCC4)cc3)ccc2CO)CC1,-1,2,-18,32,-3,-1,-1,9,-0.8,-5
CCCCN(CCCC)C(=O)CCS(=O)(=O)c1ccc2c(c1)n(C)c(=O)c(=O)n2C,0,-24,10,22,·,9,1,3,1.5,-1
O=C(CN1C(=O)NC(Cc2c[nH]c3ccccc23)C1=O)NC1CC1 (centres undefined),3,5,-18,·,0,-1,-2,-5,0.6,3
Nc1ccn(C2OC(COP(=O)(O)O)C(O)C2O)c(=O)n1 (centres undefined),3,-19,10,-13,1,5,0,2,1.5,7
COc1ccc(C(C(C(=O)c2ccco2)N2CCOCC2)N2CCOCC2)cc1 (centres undefined),0,-11,17,-15,10,5,22,3,-1.3,5
Cn1ncc(Br)c1NC(=O)CSc1ccc(Cl)cc1,-1,0,-10,·,-1,4,-4,-8,1.3,·
COc1ccc(NC(=O)C(CC(=O)O)Cc2ccc(C)cc2)cc1 (centres undefined),1,3,-6,-9,0,3,-3,-2,-3.8,1
Cc1cccc(CSc2nnc(-c3cccs3)n2Cc2ccco2)c1,1,22,1,-6,·,1,-1,-6,0.0,·
CCNC(=S)N/N=C/c1cccs1,-4,-20,-2,·,2,1,1,6,0.3,-2
Cc1ccc(C(=O)NCCN2CCOCC2)c(Cl)c1,3,-1,4,0,8,0,-3,0,2.0,·
COC(=O)c1ccc2c(c1)NC(=O)CS2,0,-1,-8,-3,0,0,2,0,-0.4,-14
CC(C)C[C@H]1CNC(=S)N1CC1CCCN1C[C@H](CC(C)C)N1C[C@H](Cc2ccc(O)cc2)N(CC2CCCCC2)C1=S (some centres undefined),-2,-1,-19,-26,-3,0,·,27*,1.7,-12
O=C1CC(C(=O)Nc2cccc(F)c2)n2c(nc3ccccc32)N1 (centres undefined),1,·,-11,-18,-2,·,-1,16,0.7,-2
O=C(CN1CCCC1)Nc1nnc(-c2cccs2)s1,1,-16,-14,-3,2,6,·,-7,-1.8,-6
O=C(O)c1ccc(NC(=O)c2cn(-c3ccccc3)nc2-c2ccc(Cl)cc2)cc1,0,-2,-14,20,2,1,4,-16,-0.1,5
# (cont.)
SMILES,V-ATPase pHluor,HTR5A inv ctr,PvdQ acylase,SR-BI HDL uptake,Wnt act,HTR5A ag ctr,NSD2 HMT inh,dFosB act,CDK5 p35 inh,MITF TRPM1 HTS
CCOc1cc(NC(=O)c2ccccn2)c(OCC)cc1NC(=O)c1ccc(C)cc1,-24,5,-4,?,-1,-2,-2,-13,-0.1,-16
CCNCCC(CCC(C)C)c1ccc2c(c1)OCO2 (centres undefined),0,·,-13,15,-1,·,57*,-11,1.3,·
CSCCC(NS(=O)(=O)c1cccc(C(F)(F)F)c1)C(=O)N(C)CCOc1ccc(Cl)cc1 (centres undefined),1,-20,-10,21,-2,4,0,-10,-0.4,-7
CCCOc1ccc(C(=O)NNC(=S)NC(=O)c2ccccc2[N+](=O)[O-])cc1,-5,-8,-16,-3,-1,-1,3,1,0.5,-5
CC(C)CN1C(=O)C(=O)N(CC(=O)N(C)CC(=O)Nc2ccc(F)cc2)C1=O,1,-16,-11,-3,-3,-2,1,2,-1.0,9
CC1=C(C(=O)OCc2ccccc2)C(c2ccccc2Cl)NC(=O)N1CCCC(=O)O (centres undefined),-3,17,4,-11,1,-2,·,1,0.5,19
COc1ccc(NC(=O)CCNS(=O)(=O)c2ccc3c(c2)c(=O)n(C)c(=O)n3C)cc1,-1,-7,-5,-29,-1,-2,5,-1,0.2,8
Cc1ccc(C(=O)NNC(=O)c2ccc3ccccc3c2)cc1,1,14,-14,10,-1,-4,1,-6,1.2,47
CCOC(=O)Nc1cc(C(=O)OC)cc(C(=O)OC)c1,3,-6,-21,28,-5,0,-4,-7,-1.9,1
C[C@@H]1[C@H]2CCCC[C@H]2CN(C(=O)OC(C)(C)C)[C@@H]1CC(=O)c1ccccc1,0,-5,-13,-9,-2,1,·,-11,-4.5,10
O=C(Cc1c[nH]c2ccccc12)Nc1ccccc1N1CCOCC1,1,6,10,12,·,-3,2,-6,3.0,-8
COc1cc(CNCc2ccc(C(=O)O)cc2)ccc1OCc1ccc(F)cc1,0,1,6,-6,0,0,-1,3,1.2,·
